Peg3 promoter: inhibitors of Peg3 promoter | HeLa PEG-Prom luciferase reporter, luminescence, overnight | inhibition, % at 20 µM | 360,000 tested, 1.7% active | AID 588405;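 active = inhibition of at least 50% at 20 µM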
m5-HT2A agonist: agonists of mouse serotonin 5-HT2A receptor (HTR2A); CHO-K1 mHTR2A beta-arrestin complementation, luminescence; percent of 30 µM serotonin response; activation, % at 7.6 µM; 360,000 tested, 0.66% active;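 active = activation above a run cutoff, the mean activation of all tested compounds plus 3 SD, cut at about 14% in these data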;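 also: 0% = plate median of compound wells and 100% = 30 µM serotonin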
PDI turbidity: PDI (human) enzyme inhibition | AID 588391 | PDI insulin aggregation turbidity, A650, 90 min | 350,000 tested, 0.052% active | inhibition, % at 10 µM;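 active = mean inhibition across replicates of 30% or more, whatever share of single replicates reach that level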;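 also: absorbance from insulin aggregation driven by PDI reduction with DTT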
Target sequence (P07237 whole entry, looked up): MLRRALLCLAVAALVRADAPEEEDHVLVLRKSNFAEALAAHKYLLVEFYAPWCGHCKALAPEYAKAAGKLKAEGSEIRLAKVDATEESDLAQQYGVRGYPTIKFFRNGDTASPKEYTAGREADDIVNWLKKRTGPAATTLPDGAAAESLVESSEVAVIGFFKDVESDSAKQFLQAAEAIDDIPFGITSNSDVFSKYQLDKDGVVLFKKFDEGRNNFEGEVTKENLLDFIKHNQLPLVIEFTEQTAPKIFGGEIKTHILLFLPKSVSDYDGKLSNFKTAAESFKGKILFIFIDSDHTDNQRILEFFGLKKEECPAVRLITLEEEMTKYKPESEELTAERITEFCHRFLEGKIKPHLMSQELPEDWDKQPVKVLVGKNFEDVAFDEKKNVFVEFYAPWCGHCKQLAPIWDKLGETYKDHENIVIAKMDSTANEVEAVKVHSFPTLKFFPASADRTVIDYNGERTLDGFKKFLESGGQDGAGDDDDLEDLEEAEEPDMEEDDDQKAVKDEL
NR2E3 ag-1: activates human photoreceptor nuclear receptor NR2E3; Q9Y5X4; GST-NR2E3/biotin-RetCOR TR-FRET, 1536-well; inhibition of corepressor binding, % at 4.78 µM; 320,000 tested, 0.12% active; AID 2300;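 active = percent inhibition above the cutoff of mean plus 3 SD of all tested compounds, set per screening campaign, cut at about 20% in these data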;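 also: 0% = DMSO wells and 100% = biotin wells as full block of FRET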
Target sequence (Q9Y5X4 whole entry, looked up): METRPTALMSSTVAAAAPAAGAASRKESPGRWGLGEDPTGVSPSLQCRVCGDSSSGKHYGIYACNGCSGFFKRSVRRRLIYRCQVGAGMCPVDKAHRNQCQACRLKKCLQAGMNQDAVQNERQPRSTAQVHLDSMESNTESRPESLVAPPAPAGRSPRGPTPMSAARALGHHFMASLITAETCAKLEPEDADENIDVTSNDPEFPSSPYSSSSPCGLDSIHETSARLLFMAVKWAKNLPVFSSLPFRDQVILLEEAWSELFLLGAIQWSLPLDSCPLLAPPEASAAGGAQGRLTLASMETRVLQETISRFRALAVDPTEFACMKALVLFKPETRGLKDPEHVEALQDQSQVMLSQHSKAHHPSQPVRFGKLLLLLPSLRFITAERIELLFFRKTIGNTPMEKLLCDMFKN
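System: GST-NR2E3 and biotin-RetCOR proteins; probe or stimulus: 7 nM biotin-RetCOR; doses: compound at 4.8 µM, single dose; schedule: Compound–protein incubation for 5 h at 4 °C; detection: time-resolved FRET; read-out: percent inhibition; controls: biotin wells as high control, 0.6% DMSO wells as low control; format: 1536-well plates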
Shn3 inh set2: inhibitors of Schnurri-3 3'UTR reporter in osteoblasts; Clone20 osteoblast Shn3 3'UTR firefly luciferase, 24 h; inhibition, % at 12.5 µM; 360,000 tested, 0.52% active;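 active = mean inhibition of at least 75% with every replicate also reaching 75%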;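 also: 0% = median of neutral control wells and 100% = pilot-screen positive control compound; some compounds past the cut are filed as inactive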
NR2E3 ag-2: human photoreceptor-specific nuclear receptor agonism; inhibition of corepressor binding, % at 3.98 µM; CHO-S Gal4-NCOR/VP16-NR2E3 two-hybrid, luciferase; AID 602229; 360,000 tested, 0.35% active; Q9Y5X4;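 active = inhibition above the mean of all tested compounds plus 3 SD, cut at about 70% in these data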;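 also: 0% = DMSO with NR2E3 transfected cells and 100% = cells lacking NR2E3 construct; higher means lower luciferase signal from less NR2E3 corepressor binding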
hiPSC survival: hiPSC single-cell survival enhancement. survival enhancement, % at 20 µM. 360,000 tested, 0.044% active. ATPlite luminescence; 100% = ROCK inhibitor wells, 0% = DMSO; in the data active = survival enhancement above about 18%;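 also: cells exposed to compounds for 16 hours before the ATP read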
HIF-2a inh: HIF-2a inhibition | 786-0 RCC cells HIF-2a reporter, luciferase luminescence, overnight | inhibition, % at 18.8 µM | 360,000 tested, 0.72% active;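 active = inhibition of the luminescence signal of 40% or more relative to plate controls, in a single-dose primary screen at 18.75 µM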
H9c2 protect: protects H9c2 cardiomyocytes from peroxide injury; 360,000 tested, 0.63% active; H2O2 injury protection, ATPLite, 2 h; protection from H2O2 cell death, % at 20 µM;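 active = compounds giving at least 50% protection of heart cells from peroxide-induced death in the single-dose screen, raw or plate-pattern-corrected value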;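 also: 0% = DMSO wells with peroxide and 100% = DMSO wells without peroxide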
TRPM1 prom inh: reduces MITF-dependent TRPM1 promoter luciferase signal; 330,000 tested, 0.83% active; inhibition, % at 12.5 µM; AID 488899; SK-MEL-5 TRPM1 promoter luciferase, 24 h;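 active = mean inhibition across replicates of 60% or more, whatever share of single replicates reaches that level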; also: values of inactives mirror those of a sister screen read the other way
CaV13 ICDI inh: Disruptors of the CACNA1D IQ motif to Ca2+-dependent inactivation inhibitor domain association, primary screening, Förster resonance energy transfer in intact living …; HEK cells, CFP/YFP FRET ICDI-IQ, plate reader, 10 min; percent FRET-ratio fall versus neutral wells; inhibition, % at 12.3 µM; 340,000 tested, 0.098% active; AID 743397;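 active = mean replicate inhibition of at least 30% and at least 1% of replicates passing that level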;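 also: 0% = median of the neutral control wells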
The depositor's hits bear a star; . = not tested or not shown.

SMILES	Peg3 promoter	m5-HT2A agonist	PDI turbidity	NR2E3 ag-1	Shn3 inh set2	NR2E3 ag-2	hiPSC survival	HIF-2a inh	H9c2 protect	TRPM1 prom inh	CaV13 ICDI inh
CC1(C)CC(=O)c2c(Cc3ccccc3)noc2C1	-11	0	-6	3	-23	-24	0.7	-30	-3	-9	-2
CCC(C)NC(=O)c1cc(-c2ccccc2O)on1 (stereo not drawn)	-285	-1	.	-3	-76	-102	0.3	-316	-13	.	9
Cc1nc(Cl)sc1C(=O)O	7	1	1	2	2	2	-0.6	10	5	5	-5
Cc1ccc(NC(=O)CSCc2cc(=O)n3ccsc3n2)cc1	-1	3	-1	1	-1	-1	-0.6	1	8	9	.
O=C(c1cc(COc2c(F)cccc2F)on1)N1CCC(c2ccccc2F)C1 (stereo not drawn)	-224	-5	-2	3	-3	-78	5.3	-236	-15	-49	-4
O=C(COC(=O)C1(c2ccc(Cl)cc2)CCCC1)Nc1ncc(C(F)(F)F)cc1Cl	12	-2	12	-2	-10	-11	-0.5	12	-18	3	0
O=C(Nc1nccs1)c1cc(S(=O)(=O)N2CCCCC2)ccc1Cl	11	-2	-5	5	1	-14	-0.9	16	-6	7	0
Cc1ccc(-n2nc(C)c(/C=N/NC(=O)c3cccnc3)c2Cl)cc1	7	-1	-12	4	-4	-6	-1.1	3	1	0	-4
CCOc1ccc(N(CC)S(=O)(=O)c2cccc3nsnc23)cc1	22	-8	2	1	7	-19	-0.1	10	4	-5	-18
CCn1c(=S)[nH]c2nc3c(cc2c1=O)CCCC3	-62	6	0	9	-10	-19	-0.5	-52	-7	-24	.
CCCCn1c(N)c(N(CC)C(=O)CSc2nnc(-c3ccco3)n2CC)c(=O)[nH]c1=O	-8	2	0	3	-7	-21	1.7	4	-1	4	-7
COc1ccccc1C(=O)COC(=O)c1ccc(N(C)C)cc1	-245	-2	5	-4	-63	-109	-2.7	-254	-11	-41	-4
O=C(O)C/C(=C\c1cc(Br)cs1)c1nc2ccccc2o1	-22	1	-6	0	-6	-22	-0.4	2	1	7	-3
Cc1noc(C)c1CSc1ncnc2sc3c(c12)CCCCC3	-6	-1	2	-2	-16	-7	3.8	23	-5	7	-20
CC(C)(C)N1NC(=O)Nc2ccccc2C1=O	0	1	6	-1	-7	2	-2.4	-7	-3	8	-4

Gathered by group: the compounds so far containing an aryl thioether with sulfur outside any ring.
SMILES	Peg3 promoter	m5-HT2A agonist	PDI turbidity	NR2E3 ag-1	Shn3 inh set2	NR2E3 ag-2	hiPSC survival	HIF-2a inh	H9c2 protect	TRPM1 prom inh	CaV13 ICDI inh
CCCCn1c(N)c(N(CC)C(=O)CSc2nnc(-c3ccco3)n2CC)c(=O)[nH]c1=O	-8	2	0	3	-7	-21	1.7	4	-1	4	-7
Cc1noc(C)c1CSc1ncnc2sc3c(c12)CCCCC3	-6	-1	2	-2	-16	-7	3.8	23	-5	7	-20

Returning to the listing; the 2 compounds before the break are reprinted first.
SMILES	Peg3 promoter	m5-HT2A agonist	PDI turbidity	NR2E3 ag-1	Shn3 inh set2	NR2E3 ag-2	hiPSC survival	HIF-2a inh	H9c2 protect	TRPM1 prom inh	CaV13 ICDI inh
Cc1noc(C)c1CSc1ncnc2sc3c(c12)CCCCC3	-6	-1	2	-2	-16	-7	3.8	23	-5	7	-20
CC(C)(C)N1NC(=O)Nc2ccccc2C1=O	0	1	6	-1	-7	2	-2.4	-7	-3	8	-4
Cc1cccc(NC(=O)c2ccc(Cl)nc2)n1	-42	5	13	0	-10	-25	-0.2	-53	6	-7	.
CCOC(=O)N1CC=C2C(C#N)=C(N)C(C#N)(C#N)[C@H](c3ccc(OCC)c(OCC)c3)[C@H]2C1	1	-3	-12	3	9	2	-0.8	19	12	10	-7
Cc1cc(C(O)c2ncc(-c3ccccc3Cl)[nH]2)ccc1F (stereo not drawn)	-30	-1	2	.	0	-25	3.8	-54	-14	.	-7
COc1cccc(OCCNC(=O)c2cc([N+](=O)[O-])cc([N+](=O)[O-])c2)c1	-2	3	-2	4	-4	-10	-0.7	5	4	2	-5
CC(C)(C)OC(=O)[C@H](Cc1ccccc1)NC(=O)c1nc[nH]c1C(=O)NC1CCN(C(=O)OC(C)(C)C)CC1	47	14	2	-1	17	-24	-3.0	9	-11	1	-6
Cc1cc(Oc2ccccc2)nc(SCC(N)=O)n1	14	4	-9	-1	1	18	-0.6	19	-1	5	-4
Cc1cc(NC(=O)Nc2cccc([N+](=O)[O-])c2)no1	-56	3	8	-1	15	-17	0.0	-39	9	-6	-1
O=c1sc2ccccc2c(N2CCOCC2)c1[N+](=O)[O-]	18	2	-2	5	20	-18	0.0	20	4	8	-6
CC(=O)c1cccc(S(=O)(=O)N(Cc2cc3cc4c(cc3[nH]c2=O)OCCO4)CC2CCCO2)c1 (stereo not drawn)	0	-2	-8	1	-20	-17	-1.0	18	23	3	-6
COc1cc(/C=N/Nc2ccccc2[N+](=O)[O-])ccc1OC(=O)c1ccccc1F	-306	4	-4	2	-81	-115	0.7	-231	-8	-50	-5
Clc1nnc2c3ccccc3ccn12	-6	-1	-2	.	3	-10	-2.4	6	0	-5	-5
CC(=O)c1cccc(-c2cnc3c(NC=O)cc(-c4ccccc4Oc4ccccc4)cn23)c1	1	-3	-16	.	50	11	0.4	14	-13	.	-7
O=C(CNCc1ccccc1Cl)Nc1cc(S(=O)(=O)N2CCOCC2)ccc1Cl	15	4	10	.	55	16	9.4	13	-11	-14	-2
CN(c1cccc(NS(=O)(=O)c2cccc([N+](=O)[O-])c2)c1)S(C)(=O)=O	-3	6	-4	5	-5	-16	2.6	9	-2	-3	-7
CCS(=O)(=O)N1CCC(C(=O)NCc2cccnc2)CC1	7	1	-5	3	-16	-18	-0.6	-7	3	4	-10
Cc1nc2cc(NC(=O)CCS(=O)(=O)c3ccccc3)ccc2s1	-221	6	1	3	-36	-61	-1.4	-150	0	-27	-3
CCc1ccc(N2CC(C(=O)NC3=NCCS3)CC2=O)cc1 (stereo not drawn)	0	4	11	2	-2	-8	-3.5	-3	-10	-3	-5
COc1ccc(S(=O)(=O)Nc2cccc(S(=O)(=O)N3CCCCCC3)c2)cc1	10	-5	-5	-4	3	2	-0.3	5	1	1	-4
O=C(NNc1ccc([N+](=O)[O-])cc1)C1CC1c1ccccc1 (stereo not drawn)	-5	5	-11	-1	0	-11	-1.0	5	-5	-17	-5
CC(=O)Nc1nc2cccc([N+](=O)[O-])c2s1	-31	-2	3	4	-18	-19	0.1	-31	-2	6	-2
CCCC(=O)N1c2ccccc2C(=C2SC(C(=O)OC)=C(C(=O)OC)S2)C(=S)C1(C)C	38	1	22	0	47	-13	-1.7	19	-29	11	-3
CC(C)OCCCNC(=S)N1CCC(C(=O)c2ccc(Cl)cc2)CC1	37	-4	-3	5	-2	28	-0.5	15	-7	6	-11
O=C(O)c1cc(-c2cccnc2)nn1-c1ccccn1	2	0	1	1	1	-9	-2.7	15	3	0	-2
COC(=O)[C@]1(C)N[C@H](CN(C)C(C)=O)[C@@H]2C(=O)N(C)C(=O)[C@@H]21	4	3	-9	.	3	-33	-1.4	-4	4	-5	-6
COC(=O)c1ccc2c(c1)N(Cc1ccccc1F)C(=O)c1ccccc1S2=O (stereo not drawn)	7	0	.	9	-40	7	0.1	5	22	-1	-1
CN(CCCNC(=O)CSc1cc(=O)n(C)c2ccc(Cl)cc12)Cc1ccccc1	-11	-4	1	-1	77	-15	-0.3	-10	1	-2	-5
CCOC(=O)c1sc(NC(=O)CSc2nnnn2-c2ccc(C)c(C)c2)nc1C	18	4	-2	1	20	-18	-1.5	17	-13	-7	.
Cc1cc(C)n(CC(=O)N2CCCC(N3CCN(c4cccc(C(F)(F)F)c4)CC3)C2)n1 (stereo not drawn)	-16	0	12	-2	3	-24	0.2	-13	-2	-9	-3
CC(CNC(=O)C1CCCN(S(=O)(=O)N2CCOCC2)C1)c1ccccc1 (stereo not drawn)	-16	5	11	1	-20	-14	-0.2	1	5	1	-3
Cc1cccc(OCc2nnc(SCC(=O)N(C(C)C)C(C)C)n2Cc2ccco2)c1C	19	-2	-3	1	5	-4	-3.3	22	-1	15	-9
CC1(C(=O)NS(=O)(=O)c2ccc(Br)cc2)CCN1C(=O)Cc1ccsc1 (stereo not drawn)	-4	0	9	.	4	-17	2.1	9	7	.	-6
COc1ccccc1NS(=O)(=O)c1cc2c(cc1C)NC(=O)CO2	22	-2	.	-3	10	11	-0.9	6	4	.	-6
CCCOc1cc(C)nc(-c2ccccc2O)n1	-8	5	8	3	-5	-32	11	-8	-3	12	-5
Cc1cc(C=O)c(C)n1-c1ccc2c(c1)OCO2	-7	-1	-10	1	11	-19	1.8	1	2	3	-7
O=C(NCc1ccccc1)c1ccc([N+](=O)[O-])cc1	-3	-8	.	.	-17	-4	-0.1	-26	1	.	-3
O=c1ccc(Oc2nc(N3CCOCC3)nc(N3CCOCC3)n2)n[nH]1	2	14	-6	5	-6	12	0.0	8	8	7	-5
CCOc1ccc2[nH]c(S(=O)(=O)CC)nc2c1Cl	-3	-1	22	2	9	-6	-0.1	4	-1	11	-6
CC(C)[C@H](NC(=O)c1ccccc1F)C(=O)Nc1cccc(S(=O)(=O)N2CCOCC2)c1	2	10	7	.	-22	-20	3.0	7	3	.	-5
CC(=O)c1c(N)[nH]c(-c2ccccc2)nc1=S	-45	-6	-13	2	-10	-8	-1.9	-24	13	-4	.
Cc1nc(CCNC(=O)CC2C(=O)NCCN2Cc2ccoc2)nc2c1CCCC2 (stereo not drawn)	2	3	12	1	7	8	-2.3	13	9	14	-5
COc1ccc(C(=O)N/C(=C\c2cn(C)c3ccccc23)C(=O)OCC(C)C)cc1	-2	-3	-7	-4	19	-12	-0.8	-10	-2	-3	-5
CCCS(=O)(=O)N1CCCC(C(=O)N2CCOCC2)C1 (stereo not drawn)	23	-2	-7	2	-17	3	0.1	6	8	-2	-5
CCOC(=O)C1(C/C(C)=N/NC(N)=O)CC(C)OC1=O (stereo not drawn)	5	3	-2	-3	-25	-3	0.3	17	-1	-4	-2
Cn1cnnc1SCC(=O)NCCC(c1ccccc1)c1ccccc1	0	-1	14	1	2	-20	5.0	17	11	-2	-1
CCOc1ccccc1N1CCN(C(=O)CCNS(=O)(=O)c2ccccc2F)CC1	8	-3	-6	1	-1	-28	4.2	5	12	-4	-14
O=C1CC(N2CCN(C3CC(=O)N(CCc4ccccc4)C3=O)CC2)C(=O)N1CCc1ccccc1 (stereo not drawn)	12	-7	0	-1	13	13	0.7	12	2	-3	.
CCCNC(=O)CSc1nnc(-c2ccco2)n1C	0	8	5	1	-12	8	-2.9	11	-1	3	0
COCc1cc([C@@H]2C[C@H]3CN(c4ccccc4)C(=O)[C@]34CCCN24)ccc1OC	54*	0	26	-2	-9	2	-0.5	7	4	-6	-11
Cc1cc(Cl)ccc1NC(=O)CCN1C(=O)C2CCCCC2C1=O (stereo not drawn)	6	2	-14	1	-29	-7	-0.3	-9	-4	-4	-7

Screens: PubChem BioAssay, several laboratories
